Bioassay records from PubChem.
DNA FID counter: compounds displacing fluorescent DNA intercalator, primary screen, artefact control for HCV NS3 helicase inhibitor project, biochemical, FID fluorescence | DNA fluorescent intercalator displacement | 0.17% of 290,000 active | inhibition, % at 7.9 µM; in the data active = inhibition above about 37%;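 also: 0% = vehicle and 100% = reference compound; higher means more ethidium bromide displaced from hairpin DNA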
VIM-2 inhibitor: VIM-2 metallo-beta-lactamase inhibitors, primary screen, biochemical, epi-absorbance readout, Pseudomonas aeruginosa enzyme; inhibition, % at 5.6 µM; purified VIM-2, nitrocefin hydrolysis, epi-absorbance fluorescence; AID 1527, 2009; 0.89% of 290,000 active;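 active = inhibition above the mean of all tested compounds plus 3 SD, cutoff set per screening run, cut at about 7.5% in these data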;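 also: red hydrolysis product quenches plate fluorescence so inhibitors raise well fluorescence; 0% = enzyme with DMSO and 100% = DMSO without enzyme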
HCV NS3 hel inh: inhibitors of HCV NS3 helicase, primary screen, biochemical, Cy5 molecular beacon fluorescence; Hepatitis C virus NS3 helicase; NS3 helicase DNA unwinding; inhibition, % at 10.9 µM; 0.56% of 290,000 active; AID 1800, 2009;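 active = inhibition above the mean of all tested compounds plus 3 SD, set per campaign, cut at about 35% in these data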;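 also: 0% = DMSO wells and 100% = thioflavine S control wells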
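Assay system: hepatitis C virus NS3 helicase domain fragment enzyme. Also added: annealed dual-labelled DNA beacon duplex, ATP-started. Timing: 1 h reaction at 25 °C, ATP-initiated. Technique: Cy5 fluorescence at 0 and 60 min, beacon hairpin quenching. Evaluation: % inhibition of unwinding. Replication: one well per compound.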
IMP-1 inhibitor: IMP-1 metallo-beta-lactamase inhibitors, primary screen, biochemical, epi-absorbance readout, Pseudomonas aeruginosa enzyme; inhibition, % at 5.6 µM; purified IMP-1, nitrocefin hydrolysis, epi-absorbance fluorescence; AID 1556, 2009; 0.45% of 290,000 active; metallo-beta-lactamase IMP-1 (Pseudomonas aeruginosa);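 active = inhibition above the mean plus 3 SD of all compounds in the same screening run, cut at about 4.5% in these data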;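 also: 0% = IMP-1 with DMSO and 100% = DMSO wells lacking enzyme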
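Assay system: purified recombinant IMP-1 beta-lactamase. Input: IMP-1 0.2 nM before substrate addition. Buffer or medium: Zinc- and detergent-supplemented HEPES buffer, pH 7.1. Schedule: 25 °C, 15 min preincubation, 25 min reaction. Signal: Epi-absorbance fluorescence, 480 nm excitation, 530 nm emission. Evaluation: percent inhibition from optical density relative to buffer-blank wells.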
M18AAP inhibitor: PfM18AAP inhibitors, malaria aminopeptidase, primary screen, biochemical, QFRET, recombinant enzyme; M18 aspartyl aminopeptidase (Plasmodium falciparum 3D7); H-Glu-NHMec fluorogenic cleavage; inhibition, % at 7.35 µM; 1.2% of 290,000 active; AID 1822, 2009;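 active = inhibition above the campaign mean inhibition over all tested compounds plus 3 SD, cut at about 28% in these data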;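 also: 0% = plate median of test compound wells and 100% = 2 mM ZnCl2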
IDE cell inh: human IDE inhibitors in live cells, primary screen, fluorescence polarization, HEK cells, FAbetaB substrate. FAbetaB cleavage. inhibition, % at 5.59 µM. 0.41% of 320,000 active. Insulin-degrading enzyme (Homo sapiens), P14735;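 active = percent inhibition above the average of all tested compounds plus 3 SD, set per screening campaign, cut at about 16% in these data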;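 also: IDE supplied by intact live HEK cells; FP after avidin binding of uncleaved biotin substrate so inhibition keeps polarization high; 0% = DMSO wells and 100% = 60 µM reference IDE inhibitor Ii1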
UBC9 SUMO inh: inhibitors of in vitro SUMOylation cascade, primary screen, biochemical, HTRF, uHTS; inhibition, % at 35 µM; 0.36% of 290,000 active; HTRF SUMOylation assay, SAE1/SAE2 + UBC9; AID 2006, 2009; in the data active = inhibition above about 50%, passing the limit was not always enough; also: strong numbers were not always called active
Target sequence (P63279 whole entry, looked up): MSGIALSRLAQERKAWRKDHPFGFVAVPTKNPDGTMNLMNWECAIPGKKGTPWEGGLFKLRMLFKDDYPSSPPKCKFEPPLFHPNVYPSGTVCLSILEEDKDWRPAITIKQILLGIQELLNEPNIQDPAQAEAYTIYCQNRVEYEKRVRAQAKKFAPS
IDE cell activ: human IDE activators in live cells, primary screen, fluorescence polarization, HEK cells, FAbeta-B substrate; FAbeta-B cleavage; 0% vehicle, 100% cell-free pure enzyme wells; activation, % at 5.96 µM; 0.073% of 340,000 active; Insulin-degrading enzyme (Homo sapiens), P14735;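 active = activation above the mean of all tested compounds plus 3 SD, set per screening campaign, cut at about 17% in these data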
pCIP destab: p/CIP-EGFP fusion destabilizers, primary screen, fluorescence, F442A cells. Q05BA5. 16 h. decrease of EGFP signal, % at 10 µM. 0.01% of 290,000 active. AID 1984, 2009;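 active = EGFP signal decrease of at least 30% at 10 µM or well 3 SD below plate mean, unless failing retest; inactive = the rest, including hits failing retest or dose response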; also: some compounds called inactive have numbers as strong as hits; many of its hits are not listed in these tables
The depositor's hits bear a star; · = not tested or not shown; & = joins results of further samples.

Sequence of screens: DNA FID counter, VIM-2 inhibitor, HCV NS3 hel inh, IMP-1 inhibitor, M18AAP inhibitor, IDE cell inh, UBC9 SUMO inh, IDE cell activ, pCIP destab
#1 O=C(Nc1cc(S(=O)(=O)N2CCCCC2)ccc1O)c1ccccc1NS(=O)(=O)c1ccc(F)cc1
  -31, -3.1, 0, -5.5, 10, 5, 19, 5&-2, -7
#2 COc1ccc(Cc2n[nH]c(=O)c3ccccc23)cc1OC
  -20, -1.8, 6, -1.6, 3, 0, -10, 0, 8
#3 Cc1ccc(CN2CCN(Cc3cccc(C)n3)CC2CCO)cc1 (configuration not stated)
  7, -3.1, -3, 1.2, 0, -5, 4, -1, -7
#4 COc1cccc(NC(=S)NNC(=O)c2ccccc2OC(F)F)c1
  -2, -5.4, 5, -3.4, 4, -4, -32, 3, 2
#5 CCCc1cc(=O)[nH]c(SCc2ccccc2)n1
  -17, -1.1, 23, -3.8, 3, -4, 14, 7, -5
#6 CCN(CC)C(=O)CSc1nc2cc3c(cc2c(=O)n1CCCC(=O)NCc1ccc(OC)cc1)OCO3
  -2, -2.2, 11, -2.1, -12, -3, -2, 3, 2
#7 CN(C(=O)C1CCN(c2ncnc3c2nc2n3CCCCC2)CC1)C1CCCCC1
  -48, -0.2, -5, 3.7, -2, 4, 8, 8, 9
#8 O=C(Nc1c(-c2cccs2)nc2ccccn12)c1ccc2ccccc2c1
  -8, -2.0, -3, -4.1, 4, -2, 0, ·, 0
#9 O=C(Nc1ccc(CN2CCOCC2)cc1)c1ccc(-c2ccc(Br)cc2)o1
  1, -0.9, -34, -1.7, 0, 1, 1, -5, -3
#10 COc1n[nH]c(C(=O)Nc2cc(Cl)ccc2Cl)c1[N+](=O)[O-]
  4, 0.4, -7, -1.0, -2, 3, 10, 3, 1
#11 CCC(=O)Nc1ccc(Cl)c(NC(=O)c2cccnc2)c1
  1, -1.4, -8, -6.4, 6, -2, 16, 0, -6
#12 Cc1cccc(NC(=O)[C@@H]2CCCN2C(=O)OC(C)(C)C)c1C
  -6, -3.9, 8, -0.6, 0, 1, 2, 4, -6
#13 CCOc1ccccc1Nc1nnc(SCC(=O)NC(Cc2c[nH]c3ccccc23)C(=O)O)s1 (configuration not stated)
  -23, 0.6, 26, -0.3, 2, -2, 15, 5, -4
#14 O=C(CN1CCN(Cc2ccccc2)CC1)Nc1nc2ccccc2s1
  3, -5.5, 1, -3.3, 8, 5, -3, 1, 3
#15 CCN(CC)S(=O)(=O)c1ccc2oc(C(=O)N3CCCCCC3)c(C)c2c1
  -34, -1.3, -12, -2.9, 5, 0, -4, 4, 38*
#16 O=C(Oc1cc(=O)oc2ccccc12)c1cccnc1Cl
  -27, -3.1, 11, -1.2, -1, 2, 4, 4, 8
#17 Cc1ccc2c(c1)C(=O)C(=O)N2CCOc1ccccc1
  3, 2.0, 1, -1.3, 39*, 0, 10, 6, -19
#18 COc1cccc(-n2c(C)nc3c(cnn3-c3ccc(Cl)cc3)c2=O)c1
  -4, -6.3, -4, 0.8, 4, 0, 3, -8, -6
#19 Cc1cc(=O)n2nc(N3CCCC(C(=O)NC(C)c4ccccc4)C3)sc2n1 (configuration not stated)
  -7, -2.7, -2, -1.3, 1, 2, 22, 1, 5
#20 CCCCNC(=O)CSc1nnc(-c2c[nH]c3ccccc23)n1CC1CCCO1 (configuration not stated)
  -20, -1.0, 0, -4.9, 6, 2, 2, 10, -1
#21 COc1cc(SC)ccc1C(=O)Nc1cc(C)c(OCC(=O)N2CCOCC2)c(C)c1
  -44, -0.1, -8, -1.2, -4, 5, 6, 2, 8
#22 CC(C)OCCCn1c(=N)c(C(N)=S)cc2c(=O)n3ccccc3nc21
  4, -2.1, 8, -3.9, 3, 4, 18, 6, -29
#23 COc1ccc(S(=O)(=O)N2CCCC2C(=O)Nc2nccs2)cc1 (configuration not stated)
  -4, 0.4, -3, -1.0, -14, 8, -2, 5, -3
#24 NC(=O)CSc1nnnn1-c1cccc(Cl)c1
  -5, -3.6, -12, -4.6, 3, 2, 9, -2, -5
#25 CSc1nc(Oc2ccc(F)cc2)c2ccccc2n1
  0, -2.8, 7, 0.7, 3, 8, -13, -1, -3
#26 Cc1cccc(N2CCN(C(=O)c3nn(C)c4c3CS(=O)(=O)c3ccccc3-4)CC2C)c1 (configuration not stated)
  -41, -3.2, -18, -1.4, -1, 4, -4, 3, 2
#27 CCn1cnc2c1c(=O)n(CC(=O)NCC(F)(F)F)c(=O)n2Cc1ccccc1
  -3, 0.1, -1, -2.0, -7, 1, -2, 2, 1
#28 CCOc1ccc(C(=O)NCC(c2cccs2)N(C)C)cc1OCC (configuration not stated)
  8, -2.6, 6, -4.6, -13, 5, -11, 5, 6
#29 COc1cc(C2C3=C(CCCC3=O)Nc3c2c(C)nn3-c2cccc(C)c2)cc(OC)c1O (configuration not stated)
  -23, 2.1, 26, 0.8, 25, -1, -3, 3, -9
#30 CC1(c2ccc(Cl)cc2)NC(=O)N(CC(=O)NCc2ccc(F)cc2)C1=O (configuration not stated)
  -15, 0.5, 2, 0.5, -16, 0, -2, 3, -17
#31 CN1C(=O)/C(=C2\SC(N3CCCCCC3)=NC2=O)c2ccccc21
  -3, 13*, -5, -2.5, -7, -2, -7, 6, -1
#32 CCOc1ccc(N(C(C)C(=O)N2CCCCCC2)S(C)(=O)=O)cc1 (configuration not stated)
  -25, -2.0, 0, -1.6, 1, 4, 6, -3, -6
#33 CC(C)(C)C(=O)NC(C(N)=O)=C(Cl)Cl
  -2, -0.2, 0, -2.9, -10, -3, -7, -1, 11
#34 COC(=O)Cn1c(C)nc2ccccc21
  -4, -1.8, 2, -0.4, -3, -7, 0, 6, -2
#35 O=C(NCc1ccccc1)c1ccc(S(=O)(=O)N2CCCC2)cc1
  -8, 0.3, -14, -4.9, -14, 2, 2, 6, -9
#36 Cc1cc(=O)oc2c(N)c(O)ccc12
  -1, -2.7, 6, -6.5, 24, -3, -2, 5, -4
#37 c1cncc(-c2nc3ccccc3s2)c1
  -2, -1.3, -6, -1.2, -2, 10, 23, 1, -7
#38 COc1ccccc1NS(=O)(=O)c1ccc2oc(=S)[nH]c2c1
  -6, -2.2, 10, -2.2, 10, 4, -3, 1, 1
#39 Cc1ccc(S(=O)(=O)N2CCN(C(=O)CC(C)n3cncn3)CC2)cc1 (configuration not stated)
  -4, -3.1, 1, -2.2, 8, -7, 10, 4, -15
#40 CN(C)CCCCOc1ccccc1-c1ccccc1
  22, -1.5, -23, 0.6, 29*, -5, -6, 1, 13
#41 COc1ccc(C2N(Cc3ccccc3)CC(=O)N2/N=C(\C)c2ccccc2)cc1 (configuration not stated)
  -8, -5.9, 4, -4.5, 10, 6, 15, 6, -6
#42 O=C(Nc1ccc([N+](=O)[O-])cc1)c1ccccc1
  3, -0.8, 10, -2.2, -11, 1, 12, 0, -16
#43 Cc1ccc(C(=O)COC(=O)CN2C(=O)C3C4CCC(C4)C3C2=O)cc1C (configuration not stated)
  -24, -1.2, -6, -3.1, 2, ·, 9, 2, 4
#44 S=c1[nH]nc(-c2cccnc2)n1C1CCCCC1
  -6, 16*, 4, -5.0, 26, 9, 5, -8, -2
#45 O=C(CC(C(=O)O)c1cccc(Cl)c1)c1ccccc1 (configuration not stated)
  -14, 11*, 8, -0.3, -3, -3, 4, -2, -10
#46 COc1ccc(CN2CCN(CCCc3ccccc3)CC2)c(OC)c1
  21, -3.3, -4, -1.8, 17, 7, 11, ·, 2
#47 COc1ccc(OC)c(C(C)NC(C)=O)c1 (configuration not stated)
  4, -1.8, 6, -3.6, 0, 4, 6, 7, -7
#48 CCN(CC)c1ccc(C(=O)NNC(=O)CCc2nc3ccccc3c(=O)[nH]2)cc1
  -34, -2.1, 8, -3.5, -7, -1, 17, -1, 1
#49 CCCC(c1nnnn1C(C)(C)CC)N(CCCO)Cc1cc2cc(C)cc(C)c2[nH]c1=O (configuration not stated)
  -7, -1.9, -5, -2.7, -3, 7, 4, 3, -4
#50 COc1ccc(-c2nc3ccccn3c2/N=C/c2ccc(OC)c(OC)c2)cc1O
  0, 1.8, 3, -3.3, -2, -3, 1, 5, 4
#51 COC(=O)C1CCCCN1C(=O)c1cc(COc2cccc3cnccc23)on1 (configuration not stated)
  -29, -0.5, 1, 1.3, 3, 1, 6, 1, -13
#52 O=C(CS(=O)c1ccc(C(F)(F)F)cc1[N+](=O)[O-])Oc1ccccc1 (configuration not stated)
  2, 0.7, 20, 0.1, -9, -7, -20, -2, -9
#53 Cn1c(CN2CCOCC2)nnc1SCC(=O)Nc1cc(Cl)ccc1Cl
  -13, -2.1, 7, 0.6, -4, 15, -9, -28, -12
#54 CCOC(=O)c1cnn(C)c1NC(=O)c1ccc([N+](=O)[O-])cc1
  -1, -2.5, -3, -2.1, 4, 1, 8, 1, -5
#55 N#Cc1nc(-c2ccc(F)cc2)oc1NCc1ccco1
  -8, 1.3, 0, -2.2, -5, -1, 24, 5, -2
#56 CCCc1cc(C(=O)N/N=C/c2ccc(CC)s2)c2ccccc2n1
  -9, -3.4, -1, -2.5, -1, 2, -7, -5, -2
#57 Cc1nn(CCCC(=O)N2CCN(c3ccc(F)cc3)CC2)c(C)c1[N+](=O)[O-]
  -21, -2.1, 10, -1.8, -2, -7, -3, 5, -5
